# Vif-A3F inh – qHTS for Inhibitors of Vif-A3F Interactions: qHTS; HeLa A3F-eYFP + Vif (tagged APOBEC3F with the HIV-1 protein that degrades it), YFP fluorescence increase; Potency, µM (doses to about 46.1 µM), inactives show at the top dose activity, negative = active; hit rate 0.2% among 390,000; AID 602313, 2012; note: % of control where 0% means no effect; nearly all actives have a fitted effect of over 65% in size
#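 HeLa cells stably expressing A3F-eYFP plus Vif, plated and incubated overnight at 37 deg C, then exposed to compounds overnight at 37 deg C. Blocked degradation read as raised yellow fluorescence (Ex 488/Em 500-530).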
# ALOX12 inh – Primary qHTS assay for inhibitors of human arachidonate 12S-lipoxygenase (ALOX12): Round 2; purified 12hLO, xylenol orange hydroperoxide absorbance; Polyunsaturated fatty acid lipoxygenase ALOX12 (Homo sapiens), P18054; hit rate 1.1% among 580,000; AID 1671190, 2021; Potency, µM (top dose mostly 108 µM), without a hit: at the top dose activity change, negative = inhibition, actives largely listed as inhibitors; note: % is set by controls: 0 for no effect and ±100 for the full control effect
#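 Hydroperoxide product was detected by ferrous iron/xylenol orange as the 573 to 405 nm absorbance ratio. Arachidonic acid at 40 uM (final) was turned over for 30 min at room temperature by 150 nM human 12hLO, pH 7.0 Hepes buffer, after 15 min compound preincubation.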
# TrxR1 inh – qHTS Assay for Inhibitors of Mammalian Selenoprotein Thioredoxin Reductase 1 (TrxR1): qHTS. Thioredoxin reductase 1, cytoplasmic (Rattus norvegicus), O89049. recombinant rTrxR1, NADPH fluorescence consumption, selenite substrate. Potency, µM (highest dose often 114 µM), for the others: at the top dose activity change, negative = inhibition, most hits filed as inhibitors. hit rate 1% among 390,000; note: % is set by controls: 0 for no effect and ±100 for the full control effect; nearly all actives have a fitted effect of over 65% in size
#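 Rat TrxR1 (90 nM in the dispensed reagent) was pre-reduced with 400 uM NADPH for 5 min at room temperature, then incubated with compound for 15 min. After 400 uM selenite was added, NADPH fluorescence (Ex 340/Em 450 nm) was followed for 8 min.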
# RGS4 inh – Inhibitors of Regulator of G Protein Signaling (RGS) 4: qHTS | Regulator of G-protein signaling 4 (Homo sapiens), P49798 | hit rate 0.039% among 390,000 | Transcreener GDP fluorescence polarization, RGS4-accelerated GTP hydrolysis | Potency, µM (top dose mostly 114 µM), for inactives: top-dose activity change, negative = inhibition, hits mostly inhibitors; note: % is set by controls: 0 for no effect and ±100 for the full control effect; nearly all actives have a fitted effect of over 75% in size; some results filed as inactive show a strong effect at the top dose
# Target sequence (P49798 whole entry, looked up): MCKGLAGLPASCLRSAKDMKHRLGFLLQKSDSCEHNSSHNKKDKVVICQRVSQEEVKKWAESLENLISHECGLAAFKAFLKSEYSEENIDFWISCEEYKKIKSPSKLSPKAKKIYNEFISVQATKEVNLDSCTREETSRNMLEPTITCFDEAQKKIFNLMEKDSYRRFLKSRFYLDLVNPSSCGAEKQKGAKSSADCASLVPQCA
#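 MLSMR compounds (23 nl, pin-transferred) preincubated 10 min at room temperature with a 500nM (2x) first reagent, then RGS4 at 900nM (2x) plus Transcreener GDP mix added; fluorescence polarization (620/688 nm) read before and after 90 min at 30 °C.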
# TrxR1 substrate – qHTS Assay for Substrates of Mammalian Selenoprotein Thioredoxin Reductase 1 (TrxR1): qHTS; purified TrxR1 substrate turnover, NADPH consumption readout; Potency, µM (doses to about 114 µM), for inactives: top-dose activity change, negative = substrate turnover; hit rate 0.01% among 390,000; note: % is set by controls: 0 for no effect and ±100 for the full control effect; nearly all actives have a fitted effect of over 50% in size
#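 Rat TrxR1, dispensed at 90 nM, was prereduced with 400 uM NADPH (final) for 5 min at ~22 deg C, then incubated with compound 15 min before 400 uM selenite. A first-read NADPH fluorescence drop versus no-compound background flagged substrates.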
# IDH1 R132H inh – qHTS for Inhibitors of mutant isocitrate dehydrogenase 1 (IDH1): qHTS; Isocitrate dehydrogenase [NADP] cytoplasmic (Homo sapiens), O75874; hit rate 0.093% among 390,000; Potency, µM (highest dose often 76.6 µM), for the others: top-dose activity change, negative = inhibition, hits mostly inhibitors; IDH1-R132H enzyme, NADPH consumption, diaphorase/resazurin fluorescence; AID 602179, 2012; note: % is set by controls: 0 for no effect and ±100 for the full control effect; nearly all actives have a fitted effect of over 65% in size
# Target sequence (O75874 whole entry R132H, stated change not applied): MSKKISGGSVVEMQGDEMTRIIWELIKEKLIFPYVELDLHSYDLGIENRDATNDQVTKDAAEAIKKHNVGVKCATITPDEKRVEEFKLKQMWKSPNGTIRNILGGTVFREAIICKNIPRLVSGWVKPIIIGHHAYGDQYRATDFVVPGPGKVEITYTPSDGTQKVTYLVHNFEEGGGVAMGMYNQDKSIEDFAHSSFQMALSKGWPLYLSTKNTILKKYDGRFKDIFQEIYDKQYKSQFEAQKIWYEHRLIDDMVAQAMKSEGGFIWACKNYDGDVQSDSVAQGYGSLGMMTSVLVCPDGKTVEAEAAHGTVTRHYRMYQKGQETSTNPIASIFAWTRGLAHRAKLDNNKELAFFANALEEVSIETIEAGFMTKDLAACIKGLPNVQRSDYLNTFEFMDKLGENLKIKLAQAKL
#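 IDH1-R132H (0.5 ug/mL dispensed) in pH 7.5 Tris buffer was preincubated 30 min with compound, then given a substrate mix of 0.016 mM NADPH and 2 mM alpha-KG for 80 min at room temperature; remaining NADPH was read by diaphorase/resazurin fluorescence.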
# Vif-APOBEC3G blk – qHTS for Inhibitors of Vif-A3G Interactions: qHTS; DNA dC->dU-editing enzyme APOBEC-3G (Homo sapiens), Q9HC16; Potency, µM (doses to about 46.1 µM), for inactives: top-dose activity, negative = active, most hits filed as inhibitors; HeLa A3G-eYFP + Vif (tagged APOBEC3G with the HIV-1 protein that degrades it), YFP fluorescence, overnight; hit rate 0.076% among 410,000;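 note: % is set by controls: 0 for no effect and ±100 for the full control effect; nearly all actives have a fitted effect of over 60% in size; hits raise eYFP signal because A3G escapes Vif-driven loss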
# Target sequence (Q9HC16 whole entry, looked up): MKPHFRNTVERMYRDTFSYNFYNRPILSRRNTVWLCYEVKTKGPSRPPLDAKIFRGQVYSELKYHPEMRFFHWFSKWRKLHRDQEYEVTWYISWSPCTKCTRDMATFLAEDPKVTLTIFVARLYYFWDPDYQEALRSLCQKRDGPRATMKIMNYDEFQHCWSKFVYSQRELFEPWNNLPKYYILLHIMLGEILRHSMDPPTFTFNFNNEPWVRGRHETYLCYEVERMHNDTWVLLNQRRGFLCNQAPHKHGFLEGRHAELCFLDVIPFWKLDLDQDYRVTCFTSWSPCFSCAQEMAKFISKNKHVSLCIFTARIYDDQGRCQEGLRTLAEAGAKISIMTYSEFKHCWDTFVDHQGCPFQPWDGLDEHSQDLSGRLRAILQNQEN
#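 HeLa cells stably expressing Vif and C-terminally eYFP-tagged A3G, seeded overnight at 37 deg C, then exposed to compound by pintool overnight at 37 deg C. Rise in yellow fluorescence (Ex 488/Em 500-530, Acumen) marks blocked Vif-driven A3G degradation.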
# USP1-UAF1 inh – Inhibitors of USP1/UAF1: Primary Screen. Ubiquitin carboxyl-terminal hydrolase 1 (Homo sapiens), O94782. recombinant USP1/UAF1, Ub-Rhodamine cleavage fluorescence. Potency, µM (top dose mostly 57.1 µM), inactives show top-dose activity change, negative = inhibition, hits mostly inhibitors. hit rate 0.23% among 390,000. AID 743255, 2014; note: % is set by controls: 0 for no effect and ±100 for the full control effect; nearly all actives have a fitted effect of over 60% in size; inactives centre near -12
#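 USP1/UAF1 complex at 1 nM was preincubated with compound for 15 min at room temperature, then Ub-Rho substrate (150nM final) was added. Fluorescence (480/540 nm) was read kinetically, 6 reads every 60 seconds.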
# RXFP1 ag – qHTS Assay for Agonists of the Relaxin Receptor RXFP1; Relaxin receptor 1 (Homo sapiens), Q9HBX9; HEK293T-RXFP1 cAMP TR-FRET, 30 min; response scale: percent of porcine relaxin response, buffer zero; Potency, µM (top dose mostly 57.5 µM), for the others: top-dose activation, most hits filed as activators; hit rate 0.3% among 370,000; note: % is set by controls: 0 for no effect and ±100 for the full control effect; nearly all actives have a fitted effect of over 60% in size; many of its hits are not listed in these tables
#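 HEK293T cells stably expressing RXFP1 were pretreated with the PDE4 inhibitor Ro 20174, exposed to compounds for 30 min at 37C, lysed, and cAMP was read by TR-FRET. Data normalized to buffer (basal) and 29 nM porcine relaxin (100%).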
# Starred values were filed as active, the others as inactive; ? = inconclusive; · = not tested or not shown; & = joins results of further samples; [ ] = dose if it differs, or a comment. Calls come from the whole dose curve; as a rule, active = well fitted curve in the direction sought with a large enough effect; inconclusive = small, poorly fitted or top-dose-only effect, or another doubt; inactive = no such curve, though single readings can be large; an effect the other way counts as inactive or inconclusive. Potency is the fitted concentration of half-maximal effect.
SMILES	Vif-A3F inh	ALOX12 inh	TrxR1 inh	RGS4 inh	TrxR1 substrate	IDH1 R132H inh	Vif-APOBEC3G blk	USP1-UAF1 inh	RXFP1 ag
Cc1ccc(NC(=O)C2CCCN(C(=O)c3cnn(-c4ccccc4)c3-n3cccc3)C2)cc1 (stereo not given)	3%	?	-4%	-12%	-11%	-18%	2%	-12%	-1.3%
CNS(=O)(=O)c1cccc2cccnc12	-9%	3%	-4%	7%	3%	7%	0%	-24%	1.1%
CCO[C@@H]1OC(C(N)=O)=C[C@H](C2CC2)[C@H]1CCCO	6%	-1%	4%	-3%	1%	-9%	1%	-23%	·
COCCOC(=O)c1c(C)oc2ccc(OC(=O)c3cccs3)cc12	4%	-1%	1%	-7%	-5%	1%	0%	?	0.0%
C#CCOCCOCCOCCNc1nc(N2CCN(C(=O)[C@H]([C@@H](C)CC)n3cc([C@@H](N)CO)nn3)CC2)nc(N2CCN(C(=O)[C@H](CCCCN)n3cc([C@@H](N)C(C)CC)nn3)CC2)n1 (stereo not given in full)	1%	7%	-8%	-16%	3%	8%	4%	-20%	-0.4%
O=C(Nc1ccc2ccccc2c1)c1ccc(Br)o1	-3%	7%	-14%	-38%	-1%	9%	-16%	-25%	0.5%
CCCc1cc(=O)n2[nH]c(NC(=O)c3ccco3)nc2n1	4%	?	-38%	-24%	-13%[57.1 µM]	7%	1%	-18%	2.9%
CCc1cc(C(c2cccc(OC)c2)N2CCOCC2)c(NC(=O)c2ccccc2)s1 (stereo not given)	0%	0%	?	-19%	21%	4%	-7%	-29%	2.0%
CN(C)CCNC(=O)/C(=C/c1ccc(-c2cccc([N+](=O)[O-])c2)o1)NC(=O)c1ccccc1	-2%	-6%	-19%	-2%	-14%	8%	0%	-8%	2.1%
Cc1ccc(S(=O)(=O)N2CC3(O)CN(C(=O)OC(C)C)N(C(=O)OC(C)C)CC3(OC(=O)NCC3CCCCC3)C2)cc1 (stereo not given)	-3%	?	·	·	·	3%	-6%	-20%	·
O=C(CC1CCS(=O)(=O)C1)Nc1ccc[nH]c1=O (stereo not given)	2%	-8%	-9%	-8%	-2%	6%	-2%	-15%	2.1%
COc1ccc2cc(C3NC(=O)c4ccccc4N3)c(Cl)nc2c1 (stereo not given)	-14%	?	18%	-1%	-2%	0%	0%	-11%	0.2%
COc1ccc(-c2nc(CS(=O)CC(=O)NCc3ccccc3Cl)c(C)o2)cc1OC (stereo not given)	-11%	-4%&-8%	6%	-26%	9%	-7%	-6%	5%	1.1%
Cc1ccc(S(=O)(=O)NCC(=O)NCC(=O)N(C)Cc2ccc3ccccc3c2)cc1C	0%	?	22%[57.1 µM]	-5%	-9%	-1%	-4%	-5%	5.4%
Cn1c(SCCCC(=O)c2ccc(F)cc2)nnc1-c1ccncc1	4%	3%	1%	-3%	-3%	2%	-3%	-13%	3.4%
CCOC(=O)c1ccc(NC(=O)COc2ccccc2CNC2CCCC2)cc1	-6%	-10%	13%	-15%	5%	6%	-10%	-23%	0.1%
COc1ccc(/C=C(/C#N)C(=O)Nc2ccc(C)cc2C)cc1C(=O)O	-17%	369%[activator]	1%[57.1 µM]	24%	-1%[57.1 µM]	-1%	-1%	-20%	0.1%
CC(C)NS(=O)(=O)c1ccc(CCC(=O)N2CCc3ccccc3C2)cc1	18%	-7%	-7%	-9%	-12%	11%	0%	-20%	1.7%
COc1ccc(C(=O)COC(=O)CN2C(=O)c3ccccc3C2=O)c(OC)c1	2%	14%	-4%	13%	-4%	5%	1%	-6%	?
O=C(Nc1c(-c2ccc(F)cc2)nc2ccccn12)c1cccc(F)c1	-19%	-20%	2%[2.29 µM]	-23%	6%	-4%	0%	-24%	-0.5%
O/N=C/c1ccccc1OCc1ccc(Cl)cc1	-2%	-11%	-9%	17%	-6%	21%	2%	-7%	0.1%
O=C(Nc1ccncc1)C1CCN(S(=O)(=O)c2cccs2)CC1	3%	-3%	10%[57.1 µM]	4%	5%[57.1 µM]	2%	-2%	-15%	2.0%
Nc1c(Cl)ncnc1NCCO	-1%	0%	-3%[57.1 µM]	21%	-5%[57.1 µM]	8%	-3%	-20%	0.0%&0.1%
CCOc1ccc(NC(=O)N2CC=C(n3c(=O)[nH]c4ccccc43)CC2)cc1	-4%	5%	-2%	17%	-8%	0%	-12%	-21%	0.9%
CCOc1ccccc1OCCCOc1ccc(C)cc1Br	3%	?	-14%	26%	-13%	3%	-8%	-13%	2.5%
Cc1ccc(NC(=O)CC2S/C(=N/N=C/c3c[nH]c4ccccc34)NC2=O)cc1 (stereo not given)	-13%	25%	12%	-45%	3%	2%	2%	-3%	0.8%
Cc1ccc(-n2nc3c(=O)n(CC(=O)NC4CCCCC4)nc(C)c3c2C)cc1	4%	5%	23%	6%	6%	-2%	0%	-14%	7.7%
CCOc1ccccc1NS(=O)(=O)c1cc2c3c(c1)C(C)C(=O)N3CCC2 (stereo not given)	2%	?	-18%	-4%	-9%	0%	-2%	-18%	-0.9%
Cc1noc(C)c1CS(=O)(=O)Cc1ccc(Cl)cc1	-7%	-7%	1%[57.1 µM]	8%	2%[57.1 µM]	-8%	-6%	-20%	0.7%
CN(C(=O)c1cccc(C#N)c1)c1nnc(-c2cnccn2)s1	2%	-8%	9%	25%	0%	1%	2%	-10%	4.9%
CCOC(=O)C1(Cc2ccccc2)CCCN(CCCn2cccn2)C1 (stereo not given)	0%	-12%	4%[57.1 µM]	0%	-16%[57.1 µM]	3%	0%	-14%	1.0%
CCSc1ncc(Cl)c(C(=O)Nc2sc3c(c2C(=O)NCc2cccnc2)CCCC3)n1	?	24%	8%	-20%	2%	3%	1%	0%	-2.5%
Cc1cc(C)n(C(C)CC(=O)Nc2ccc3c(c2)OCO3)n1 (stereo not given)	-6%	23%	26%	3%	-4%	-2%	2%	-11%	7.3%
CCC(=O)c1cn(CC(=O)NCc2cccnc2)c2ccccc12	0%	14%	24%	-24%	6%	2%	3%	-10%	1.8%
O=C(CN1CCCc2ccccc21)NC(=O)NCc1ccccc1	17%	0%	19%	-7%	-1%	-7%	-3%	-17%	0.0%
CCO[C@@H]1OC(C(=O)N2CCN(Cc3ccc4c(c3)OCO4)CC2)=C[C@H](c2ccc(Br)cc2)[C@H]1CCCO	-3%	1%	4%	-16%	-5%	-9%	-2%	-24%	0.0%
NC(=O)c1ccc[n+](Cc2ccccc2)c1	1%	?	9%	28%	0%	2%	1%	-10%	-0.9%
Cc1cccc(NC(=O)c2cccc3c2-c2ccccc2C3=O)n1	-12%	2%	6%[57.1 µM]	-20%	3%[57.1 µM]	0%	3%	-19%	3.0%
CC(=O)NCCC(=O)Nc1nc(-c2ccc3ccccc3c2)cs1	2%	-16%	22%[57.1 µM]	-14%	18%[57.1 µM]	3%	-2%	-9%	6.5%
NS(=O)(=O)c1cccc(-n2cnnn2)c1	8%	-18%	8%	-20%	4%	-3%	-1%	-3%	1.1%
COc1cc2c(cc1NC(=O)COC(=O)c1ccc(C(C)(C)C)cc1)oc1ccccc12	5%	-1%	16%[57.1 µM]	-13%	-10%[57.1 µM]	13%	2%	-6%	1.8%
Cc1c(Cl)cccc1NC(=O)CSc1sc2c(O)cc(=O)[nH]c2c1C#N	3%	?	2%	-12%	-3%	2%	2%	-20%	3.0%
O=S(=O)(c1ccc(F)cc1)N1CCN(S(=O)(=O)c2ccc3c(c2)OCCO3)CC1	-8%	-16%	7%[57.1 µM]	3%	0%[57.1 µM]	·	-6%	·	·
NC(=O)c1ccc(NC(=O)CCCN2C(=O)c3ccccc3C2=O)cc1	-3%	0%	-16%	12%	-13%	1%	1%	-12%	2.8%
Cc1[nH]c(C)c(C(=O)/C=C/c2ccc([N+](=O)[O-])cc2)c1C	-24%	32µM*	?	?	0%	13%	-13%	-18%	-0.9%

# Ordered by length of the SMILES (descending): some entries from above.
SMILES	Vif-A3F inh	ALOX12 inh	TrxR1 inh	RGS4 inh	TrxR1 substrate	IDH1 R132H inh	Vif-APOBEC3G blk	USP1-UAF1 inh	RXFP1 ag
CCO[C@@H]1OC(C(=O)N2CCN(Cc3ccc4c(c3)OCO4)CC2)=C[C@H](c2ccc(Br)cc2)[C@H]1CCCO	-3%	1%	4%	-16%	-5%	-9%	-2%	-24%	0.0%
CCSc1ncc(Cl)c(C(=O)Nc2sc3c(c2C(=O)NCc2cccnc2)CCCC3)n1	?	24%	8%	-20%	2%	3%	1%	0%	-2.5%
CCC(=O)c1cn(CC(=O)NCc2cccnc2)c2ccccc12	0%	14%	24%	-24%	6%	2%	3%	-10%	1.8%

# Bioassay records deposited in PubChem BioAssay by National Center for Advancing Translational Sciences (NCATS).

# Some of the compounds tested. The share of hits here may be higher or lower than overall.
